# Screening data from PubChem BioAssay.
# FBPA Giardia inh: blocks Giardia fructose-bisphosphate aldolase activity; A8B2U2; purified Giardia FBPA; Potency, µM (doses to about 59.6 µM), without a hit: at the highest dose activity, negative = inhibition, actives largely listed as inhibitors; 0.71% of 290,000 active; AID 2451; also: potency is read from the fitted curve at half-maximal effect; nearly all actives have a fitted effect of over 55% in size
# Target sequence (A8B2U2 whole entry, looked up): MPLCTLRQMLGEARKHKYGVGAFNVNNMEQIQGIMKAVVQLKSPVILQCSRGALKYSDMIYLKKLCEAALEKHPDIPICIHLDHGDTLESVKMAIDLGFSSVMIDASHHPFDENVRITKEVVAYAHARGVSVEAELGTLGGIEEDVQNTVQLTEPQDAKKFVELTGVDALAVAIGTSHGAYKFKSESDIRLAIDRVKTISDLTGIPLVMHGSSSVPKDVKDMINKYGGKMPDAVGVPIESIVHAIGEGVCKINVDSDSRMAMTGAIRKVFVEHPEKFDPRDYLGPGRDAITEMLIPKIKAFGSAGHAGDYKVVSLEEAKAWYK
#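 40 nM FBPA preincubated 10 min at RT with compound (up to 57.5 uM final), then substrate plus GAPDH/TPI/NAD/arsenate coupling and diaphorase/resazurin added. Fluorescence read after 20 min at RT, 525/598 nm.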
# HCV inh: inhibitors of hepatitis C virus infection; Huh7.5.1 HCVcc-Cre infection, luciferase reporter, 44 h; 3.4% of 340,000 active; Potency, µM (highest dose often 41.8 µM), inactives show top-dose activity change, negative = inhibition, hits mostly inhibitors; also: potency is read from the fitted curve at half-maximal effect
#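 Infectious HCVcc-Cre (~0.5 moi) was added to cells just after compound, with cells seeded 4 h earlier at 1,000 per well. Luciferase activity after 44 h culture reported infection; substrate was incubated 15 min at room temperature before reading.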
# Sm TGR block: inhibitors of Schistosoma mansoni thioredoxin glutathione reductase | purified TGR, DTNB reduction, TNB absorbance 405 nm | Q962Y6 | Potency, µM (titrated, usually from 114 µM), for the others: at the top dose activity change, negative = inhibition, most hits filed as inhibitors | 3% of 360,000 active; also: potency is read from the fitted curve at half-maximal effect; nearly all actives have a fitted effect of over 60% in size
#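 TGR 20 nM + NADPH 100 uM (dispensed conc.), cpd preinc 15 min RT; start with NADPH (500 uM addition) then DTNB (15 mM addition). Kinetic TNB absorbance, 405 nm filter. Four-parameter Hill fit across titration.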
# HCMV antiviral: inhibitors of human cytomegalovirus; 4.5% of 410,000 active; activity change, negative = inhibition, % at 57.5 µM; HFF cells, HCMV-luciferase reporter, 72 h; stronger effect = lower value; in the data active = activity change below about -60%; inconclusive = no clear call, values can overlap the other calls; inactive = above about -39%
#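 Two compound doses tested in HFFs infected with HCMV-luciferase, MOI 1 PFU/cell, 72 h at 37C. Lysate luminescence read with OneGlo; data normalized against buffer-only and 10uM Salinomycin inhibitor controls.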
# AmpC no deterg: AmpC beta-lactamase inhibition without detergent; AmpC nitrocefin hydrolysis, absorbance 480 nm, 0.0001% Triton; Potency, µM (doses to about 57.1 µM), for inactives: at the highest dose activity change, negative = inhibition, most hits filed as inhibitors; 0.52% of 330,000 active; AID 485341;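 also: potency is read from the fitted curve at half-maximal effect; plate controls were no compound for no effect and no enzyme for full effect; nearly all actives have a fitted effect of over 20% in size; some results filed as inactive show a strong effect at the top dose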
# Target sequence (P00811 whole entry, looked up): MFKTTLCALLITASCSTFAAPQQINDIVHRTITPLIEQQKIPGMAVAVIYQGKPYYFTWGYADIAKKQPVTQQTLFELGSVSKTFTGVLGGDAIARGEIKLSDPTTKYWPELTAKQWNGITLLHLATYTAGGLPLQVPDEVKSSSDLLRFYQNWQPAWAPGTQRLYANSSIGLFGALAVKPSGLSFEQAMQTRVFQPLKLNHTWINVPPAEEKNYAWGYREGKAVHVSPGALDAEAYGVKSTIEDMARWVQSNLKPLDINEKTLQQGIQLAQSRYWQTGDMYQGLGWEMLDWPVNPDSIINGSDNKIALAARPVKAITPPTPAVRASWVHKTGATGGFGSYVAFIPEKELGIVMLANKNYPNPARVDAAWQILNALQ
#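 20 mM phosphate pH 7.0 + 0.01% (detergent screen) or 0.0001% Triton X-100; 5.3 nM AmpC reagent; cpd preinc 15 min RT; nitrocefin (800 uM stock) to start; A480 q20 s × 4 min; Activity was normalised to no-enzyme and no-compound control wells.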
# AmpC inh detg: inhibitors of E. coli AmpC beta-lactamase with detergent; Potency, µM (doses to about 114 µM), without a hit: at the highest dose activity change, negative = inhibition, actives largely listed as inhibitors; AID 485294; 0.041% of 370,000 active; AmpC hydrolysis of nitrocefin, absorbance 480 nm, 0.01% Triton;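 also: potency is read from the fitted curve at half-maximal effect; 0% = no-compound wells and -100% = no-enzyme wells; nearly all actives have a fitted effect of over 25% in size; some results filed as inactive show a strong effect at the top dose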
#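 AmpC (5.3 nM in the dispensed reagent) in 20 mM phosphate pH 7.0 with 0.01% (detergent screen) or 0.0001% Triton X-100 was preincubated with compounds for 15 min at room temperature. Nitrocefin was then added from an 800 uM solution, and hydrolysis was followed at 480 nm.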
# Numbers without * were called inactive; ? = inconclusive; . = no result given; & = joins results of further samples; [ ] = dose if it differs, or a comment. Unless noted, calls follow the shape of the dose curve; as a rule, active = well fitted curve in the direction sought with a large enough effect; inconclusive = small, poorly fitted or top-dose-only effect, or another doubt; inactive = no such curve, though single readings can be large; an effect the other way counts as inactive or inconclusive. Unless noted, % is scaled to controls: 0 for no effect and ±100 for the full control effect.
SMILES,FBPA Giardia inh,HCV inh,Sm TGR block,HCMV antiviral,AmpC no deterg,AmpC inh detg
Cc1ccc(-c2c3c(=O)n(C)c(=O)n(C)c3c3n2-c2ccccc2NC3c2ccc(C)cc2O)cc1 (centres undefined),.,.,-8%,-96*,.,-3%
CCc1c(C)nc2[nH]nc(-c3ccccc3)n2c1=O,-26%,1%,-9%,70,-25%,-17%
O=C(c1cc(COc2cccc(C(F)(F)F)c2)on1)N1CCC(Oc2cccnc2)CC1,.,11µM*,1%,-39,122%[activator],-12%
Nc1cc(C(=O)O)ccc1Nc1ccc(F)c(F)c1,-6%,0%,-2%,-2,-17%,0%
Cc1ccc(C)c(NC(=O)CN(C)C(=O)c2ccc(Cl)nc2)c1,15%,-7%,-3%,-33,-11%,-10%
COc1ccc(/C=N/n2c(-c3n[nH]c4c3CCC4)n[nH]c2=S)cc1OC,-9%,-7%,0%,129,-12%,?
O=C(CCl)Nc1cccc(S(=O)(=O)N2CCCCCC2)c1,3%,?,11µM*,-97*,-24%,0%
CC(C)CCC(CCNCc1ccccn1)c1ccc2c(c1)OCO2 (centres undefined),-25%,-17%,-14%,27,35%,5%
Cc1csc(NC(=O)CSc2nc(C(C)C)nc3c2c(=O)n(C)c(=O)n3C)n1,-4%,?,-5%,?,-23%,-1%
CCOc1cc2c(cc1OCC)-n1cccc1C(c1ccc(F)c(OC)c1)NC2 (centres undefined),-9%,-17%,5%,54,51%,4%
O=C1COc2ccc(C(=O)CSc3nnc(NCc4ccccc4)s3)cc2N1,-5%,?,-9%,-22,-36%,-8%
Cc1nc(NC(=O)c2cccc(-c3cc4ccccc4oc3=O)c2)ccc1Br,5%,?,5%,-32,-13%,-8%
Cc1ccc(CNC(=O)CS(=O)(=O)c2ccccc2)cc1,1%,11%,1%,14,-13%,-10%
O=C(NCCO)c1cc(-c2cc(C(=O)NCCO)c3ccccc3n2)nc2ccccc12,?,38%[activator],-3%,3,-4%,-9%
COc1ccc(C(=O)OCC(=O)Nc2ccc(Cl)cn2)cc1,5%,2%,3%,-15,-13%,3%
O=C(Cn1cc2c(n1)CCCC2)NCc1cccc(Cl)c1,0%,12%,-12%,2,0%,?
COc1ccc(C)cc1NC(=O)CCC(=O)Nc1nnc(C2CCCCC2)s1,-2%,8%,-3%,10,-19%,-12%
CCCn1c(NC(=O)C2CCN(S(=O)(=O)c3cccs3)CC2)nc2ccccc21,6%,14µM*,5%,-62*,-9%,5%
COc1ccc(N(C(=O)CNC(=O)c2cccs2)C(C(=O)NCC2CCCO2)c2ccc(OC)c(OC)c2)cc1 (centres undefined),1%,7%,.,-4,84%[activator],3%
COC(=O)c1c(C)[nH]c(C(=O)OCc2ccc(F)cc2)c1C,3%,?,-3%,87,-5%,3%
CCOC(=O)CN1C(=O)/C(=C/c2c(F)cccc2Cl)Oc2ccccc21,-3%,?,7%,-30,-26%,-9%
CC(C)NC(=O)c1cccc(NC(=O)CC2SC(N3CCCCC3)=NC2=O)c1 (centres undefined),.,25%,0%,15,-14%,?
Cc1oc2c(c(C)cc3oc(=O)c(CC(=O)NCC(=O)NCC(=O)NCC(C)O)c(C)c32)c1C (centres undefined),-1%,5%,-1%,-8,30%,-3%
Clc1cccc(-n2cc(-c3ccccc3)c3c(N4CCCCC4)ncnc32)c1,.,.,34%,-19,.,-1%
C#CCOCCOCCOCCNc1nc(N2CCOCC2)nc(N2CCN(C(=O)[C@H]([C@@H](C)CC)n3cc(CCCN=C(N)N)nn3)CC2)n1,4%,1%[8.37 µM],-34%,-29,102%[activator],-21%
COc1ccc(C(F)(F)F)cc1NC(=O)c1sc2nc(-c3cccs3)ccc2c1N,.,.,8%,14,.,10%
CCOC(=O)C(=O)Nc1cc([N+](=O)[O-])ccc1C,2%,7%,5%,-14,-9%,-13%
Cc1cc(C)c(NC(=O)Cn2c(=O)n(Cc3ccc(C(=O)NCc4ccco4)cc3)c(=O)c3sccc32)c(C)c1,.,.,-1%,-76*,.,0%
COCCn1nnnc1CN(CCc1ccccc1)Cc1cc2ccc(C)cc2[nH]c1=O,-2%,0%,-14%,-1,49%,?
Cc1cccc(NC(=O)Cn2nc(-c3ccc(Cl)cc3)c3ccccc3c2=O)c1,.,.,9%,-6,.,0%
Cc1cc(NC(=O)Nc2ccc(OCc3ccccc3)cc2)n(C)n1,18%,?,2%,.,11%,-1%
COc1cccc(NC(=O)CN(C)C(=O)CNC(=O)c2sc3ccccc3c2Cl)c1,.,-4%,-2%,4,-3%,-6%
O=C(CN1C(=O)C2CC=CCC2C1=O)Nc1nnc(SCc2ccc(Cl)cc2)s1 (centres undefined),29%,0%,4%,16,-12%,?
CCOc1ccccc1NS(=O)(=O)c1c(C)[nH]c(C)c1C(=O)N1CCCCC1,2%,12%,9%,-29,-3%,0%
O=C(NCCc1ccc(F)cc1)c1ccc2nccnc2c1,.,-8%,2%,104,-24%,-2%
Cc1nnc(NC(=O)c2ccccc2C(=O)O)s1,2%,10%,0%,24,-18%,0%
N#Cc1nc(Cc2cccc3ccccc23)oc1NCc1ccc2c(c1)OCO2,-7%,?,7%,0,-8%,-18%
CCOC(=O)CSc1n[nH]c(NS(=O)(=O)c2ccccc2C(F)(F)F)n1,1%,4%,-3%,-20,-2%,-12%
Cc1ccc2cccc(NC(=S)NC(=O)c3c(Br)cnn3C)c2n1,-1%,-13%,-20%,69,-19%,2%
O=C(c1ccccc1F)N1CCN(c2ccccn2)CC1,-2%,17%,-12%,-5,-2%,-12%
CCn1cc(S(=O)(=O)NCCc2ccccc2OC)cn1,.,12%,-17%,-35,-7%,-13%
CC(C)(C)C1CCC(=NNC(=O)C(=O)NCc2cccnc2)CC1 (centres undefined),-1%,3%,15%,23,-10%,-13%
O=C(Nc1ccccc1C(=O)O)c1cccc(NC(=O)c2ccc(Br)o2)c1,4%,8%&20%,-8%,10,?,0%
CC1Cn2c(COc3ccccc3)nnc2S1 (centres undefined),0%,-3%,5%,4,-14%,-1%
COCCOC(=O)C1=C(C)NC2=C(C(=O)CC(C)(C)C2)C1c1ccc(N(C)C)cc1 (centres undefined),-14%,1%,-25%,30,0%,?

# 4 compounds out of the list, ordered by molar mass, largest number first.
SMILES,FBPA Giardia inh,HCV inh,Sm TGR block,HCMV antiviral,AmpC no deterg,AmpC inh detg
COc1ccc(C(F)(F)F)cc1NC(=O)c1sc2nc(-c3cccs3)ccc2c1N,.,.,8%,14,.,10%
O=C(c1cc(COc2cccc(C(F)(F)F)c2)on1)N1CCC(Oc2cccnc2)CC1,.,11µM*,1%,-39,122%[activator],-12%
Cc1csc(NC(=O)CSc2nc(C(C)C)nc3c2c(=O)n(C)c(=O)n3C)n1,-4%,?,-5%,?,-23%,-1%
Cc1cc(NC(=O)Nc2ccc(OCc3ccccc3)cc2)n(C)n1,18%,?,2%,.,11%,-1%

# The list continues.
SMILES,FBPA Giardia inh,HCV inh,Sm TGR block,HCMV antiviral,AmpC no deterg,AmpC inh detg
COc1cc(OC)cc(C(=O)N2CCN(C(=O)COc3ccccc3)CC2)c1,.,.,10%,19,.,8%
O=C(OCc1nc2ccccc2s1)c1ccco1,1%,13%,4%,126,-23%,2%
O=C(Nc1sc2c(c1C(=O)NCc1cccnc1)CCCC2)c1cc(=O)c2ccccc2o1,.,.,6%,2,.,16%
Cc1ccc(NC(=O)Nc2ccc3c(c2)N(C)C(=O)CS3)nc1,6%,?,-1%,-20,-23%,-10%
Cc1ccc(OCC(=O)OCc2cc(=O)n3c(C)csc3n2)cc1,.,.,1%,-2,.,-5%
COc1ccc(N2CCN(CC(O)COc3ccc(C(C)C)c(C)c3)CC2)cc1 (centres undefined),.,.,3%,-3,.,9%
COc1ccc(C2(C)NC(=O)N(CC(=O)Nc3ccc4c(c3)OCO4)C2=O)cc1OC (centres undefined),2%,9%,2%,31,-9%,-16%
O=C1CCC/C(=N/NC(=O)c2sc3ccccc3c2Cl)C1,-10%,-4%,2%,122,-31%,1%
CCc1nnc(NC(=O)CCC(=O)NCc2ccccc2Cl)s1,9%,4%,-14%,12,78%,-6%
CCCOc1ccc(C(=O)Nc2cccc(-c3nc4ccccc4[nH]3)c2)cc1,.,.,-19%,-88*,.,2%
CN(C)S(=O)(=O)c1ccc(NC(=O)CCCNC(=O)c2ccc(Cl)cc2)cc1,3%,0%,-17%,-39,-6%,0%
O=C1[C@H]2[C@@H](C3CC3)N3C(=O)CN(CC4CC4)C(=O)[C@@]3(Cc3ccccc3)[C@H]2C(=O)N1c1ccccc1,.,9%,.,12,-2%,.
Cc1ccc(/C=N/NC(=O)Cc2ccc(Cl)cc2)c(O)c1,3%,?,-24%,-30,-33%,-8%
CCc1ccc(NC(=O)CSc2nnc(-c3cnccn3)n2C)cc1,.,7%,7%,3,19%,4%
COc1cc(C2C(C(C)=O)=C(O)C(=O)N2CCN2CCOCC2)ccc1O (centres undefined),-16%,1%,-6%,62,-22%,-12%

# 2 compounds from above, reduced to Sm TGR block:
smiles	Sm TGR block
O=C(Nc1sc2c(c1C(=O)NCc1cccnc1)CCCC2)c1cc(=O)c2ccccc2o1	6%
Cc1ccc(NC(=O)Nc2ccc3c(c2)N(C)C(=O)CS3)nc1	-1%

# (more compounds)
SMILES,FBPA Giardia inh,HCV inh,Sm TGR block,HCMV antiviral,AmpC no deterg,AmpC inh detg
COc1ccc(CN(C(=O)c2cccs2)c2ccccc2)cc1,11%,12%,-1%,-14,-34%,2%
COc1ccc(CNC(=O)CN2C(=O)CCSc3ccc(S(=O)(=O)N4CCCC4)cc32)cc1,4%,-5%,-29%,-29,58%,-8%
O=C(CSc1nncn1-c1cccnc1)Nc1cccc(C(F)(F)F)c1,15%,-5%,-8%,-23,-5%,3%
O=C(/C=C/c1ccccc1[N+](=O)[O-])NNC(=O)c1ccncc1,.,22%,4%,0,-10%,6%
COC(=O)CN1C(=O)C2(C(C#N)=C(N)Oc3n[nH]c(-c4cccs4)c32)c2ccccc21 (centres undefined),?,-8%,50µM*,23,.,-2%
O=C1CCCN1CCCNS(=O)(=O)c1ccc(Cl)c(C(=O)N2CCOCC2)c1,6%,16%,-3%,1,-13%,-7%
COc1ccc(CCN2C(=O)N(c3cccc(C)c3)C(=O)C2CC(=O)Nc2ccccc2)cc1OC (centres undefined),.,.,1%,5,.,-2%
COc1ccc([C@@H](OC)[C@@]2(Cc3ccc(O)cc3)N=C(N)N(C)C2=O)cc1,.,2%,-19%,10,-14%,-4%
Cc1nn(-c2ccccc2)c2[nH]c(=O)cc(C(F)F)c12,.,15%,2%,0,-23%,0%
Cc1c(C(=O)N2CCOCC2)c(S(=O)(=O)Nc2cccc(Br)c2)c(C)n1C,.,7%,2%,26,42%,-9%
CCC(C)(C)NC(=O)C(c1cccc(OC)c1OC)N(CCC(C)C)C(=O)CCC(=O)Nc1cc(C)on1 (centres undefined),-2%,26%,.,0,153%[activator],-4%
Cc1csc(SCC(=O)Nc2cc(C(N)=O)cc(C(N)=O)c2)n1,.,-6%,.,3,-18%,.
CCCCNC(=O)CCC(=O)Nc1ccc2nc(N3CCN(C)CC3)cc(C)c2c1,-7%,12%,0%,-34,-7%,1%
CCOc1ccc(CCNC(=O)Cn2nnc(-c3ccc(OC)c(OC)c3)n2)cc1OCC,.,.,-10%,-16,.,-3%
